Source: PubChem (several laboratories)
SIAH1 antagonists – Siah-1 peptide-binding antagonists, primary screen, biochemical, fluorescence polarization, rhodamine-plectin, uHTS (AID 1817); hit rate 0.02% among 290,000; E3 ubiquitin-protein ligase SIAH1 (Homo sapiens); Siah-1 / rhodamine-plectin peptide fluorescence polarization; higher % means a stronger effect; displacement, % at 20 µM, or IC50 in µM where a hit was titrated;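 active means displacement of at least 50% at 20 µM, with a fluorescence ratio check between 0.3 and a set limit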;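 further: plate controls were Siah plus tracer with DMSO for no effect and tracer alone without Siah for full effect; strong numbers were not always called active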
AID2073 – inhibitors of Mint1-CaV2.2 protein interaction, biochemical, HTRF (AID 2073); HTRF protein-protein interaction, Mint1-CaV2.2; higher % means a stronger effect; inhibition, % at 20 µM; hits with a dose series show IC50 in µM; hit rate 0.19% among 290,000; in the data active means inhibition mostly above about 51%, no sharp cut-off; further: some results filed as inactive read as strong as hits
NTR1 ag – agonists of NTR1, primary screen, imaging, U2OS cells, beta-arrestin-GFP, high content (AID 493036); Neurotensin receptor type 1 (Homo sapiens), P30989; NTR1-U2OS beta-arrestin-GFP spot imaging, agonist mode; activation, % at 20 µM; hit rate 0.17% among 330,000;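 active means activation at or above 40% of the spot to cytoplasm intensity ratio, with at least 20 cells analyzed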;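 further: 0% = DMSO without peptide and 100% = 100 nM NTR1 peptide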
Target sequence (P30989 whole entry, looked up): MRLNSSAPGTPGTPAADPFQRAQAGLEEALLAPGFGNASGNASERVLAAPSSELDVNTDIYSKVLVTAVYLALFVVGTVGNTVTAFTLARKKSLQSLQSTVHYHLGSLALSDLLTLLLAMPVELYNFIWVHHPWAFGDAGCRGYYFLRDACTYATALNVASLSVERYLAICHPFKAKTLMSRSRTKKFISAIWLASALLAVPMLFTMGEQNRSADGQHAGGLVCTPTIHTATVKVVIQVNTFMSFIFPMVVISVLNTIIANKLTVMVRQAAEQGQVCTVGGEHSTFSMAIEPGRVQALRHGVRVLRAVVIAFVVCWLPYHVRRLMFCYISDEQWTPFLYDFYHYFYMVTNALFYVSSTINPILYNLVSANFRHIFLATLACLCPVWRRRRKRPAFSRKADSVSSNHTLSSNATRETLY
GPR55 LPI antagonism – GPR55 antagonists blocking LPI-driven arrestin recruitment, primary screen, imaging, U2OS, beta-arrestin-GFP, LPI agonist (AID 2013); U2OS GPR55 beta-arrestin-GFP translocation imaging, LPI antagonism; higher % means a stronger effect; inhibition, % at 10 µM; hits with a dose series show IC50 in µM; hit rate 0.13% among 290,000;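 active means spots per cell inhibited over 60%, with over 100 cells counted and total cytoplasm intensity under 500,000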;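 further: U2OS cells stably carrying GPR55 and arrestin-GFP stimulated by 5 µM LPI near EC80; imaged beta-arrestin-GFP aggregate spots per cell after agonist stimulation; plate controls were LPI-stimulated DMSO wells for no effect and DMSO wells without LPI for full effect; some results filed as inactive read as strong as hits; confirmed hits need IC50 under 10 µM and bright autofluorescent wells are also inconclusive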
GPR55 activation – GPR55 agonists via beta-arrestin recruitment, primary screen, imaging, U2OS cells, beta-arrestin-GFP redistribution (AID 1961); G-protein coupled receptor 55 (Homo sapiens); U2OS GPR55 beta-arrestin-GFP redistribution imaging; higher % means a stronger effect; hit rate 0.048% among 290,000; activation, % at 10 µM, or EC50 in µM where a hit was titrated;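 active means activation above 40% with more than 50 cells counted in the well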;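 further: U2OS osteosarcoma cells stably expressing GPR55 and beta-arrestin-GFP; plate controls were DMSO negative control for no effect and LPI positive control for full effect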
Dengue-2 NS5 capping – Dengue-2 NS5 methyltransferase inhibitors, primary screen, biochemical, confirmation dose response (AID 588689); hit rate 0.3% among 340,000; Genome polyprotein (Dengue virus type 2 (strain 16681-PDK53)); one-dose inhibition, % at 25 µM; IC50 in µM for titrated hits; Dengue-2 NS5 methyltransferase capping enzyme assay, biochemical; higher % means a stronger effect; in the data active means a potency from the dose series
K1F lysis inhibition – inhibition of K1F phage lysis, E. coli UTI89, bacterial capsule biogenesis inhibitors, alamar blue (AID 488966); inhibition, % at 100 µM, or IC50 in µM where a hit was titrated; hit rate 0.02% among 340,000; E. coli UTI89 K1F phage lysis, alamar blue, 2 h; higher % means a stronger effect;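 active means phage lysis inhibition, versus mean bacterial control, above a set limit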;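 further: capsule biogenesis inhibitors block K1F phage lysis so surviving cells raise fluorescence; higher fluorescence means more inhibition of phage lysis; actives were called in the ten point dose series up to 300 µM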
GPR35 antagonists – GPR35 antagonists blocking zaprinast-driven arrestin recruitment, primary screen, imaging, U2OS, beta-arrestin-GFP, zaprinast agonist (AID 2058) | U2OS GPR35 beta-arrestin-GFP translocation imaging, zaprinast antagonism; higher % means a stronger effect | inhibition, % at 10 µM; hits with a dose series show IC50 in µM | hit rate 0.052% among 290,000;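 active means inhibition of at least 50% with at least 30 cells and total cytoplasm GFP at most 10,000,000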
HIV peptide binding – inhibitors of HIV fusion peptide binding, primary screen, biochemical, uHTS, fluorescence dequenching (AID 1986); cell-free peptide binding, fluorescence dequenching, 30 min; higher % means a stronger effect; inhibition, % at 20 µM; hits with a dose series show IC50 in µM; hit rate 0.3% among 290,000; in the data active means inhibition mostly above about 52%, no sharp cut-off; inactive means mostly below about 76%; further: some results filed as inactive read as strong as hits
NTR1 ag cell count 20 µM – second read-out of NTR1 ag, no call of its own (marks repeat the call); cell count; measured here: cell count, cytotoxicity flag
Dengue-2 NS5 capping pilot replicate – second read-out of Dengue-2 NS5 capping, no call of its own (marks repeat the call); inhibition, %; measured here: pilot screen replicate inhibition
Starred values were filed as active, the others as inactive; · = no result given; [ ] = dose if it differs, or a comment.

SMILES	SIAH1 antagonists	AID2073	NTR1 ag	NTR1 ag cell count 20 µM	GPR55 LPI antagonism	GPR55 activation	Dengue-2 NS5 capping	K1F lysis inhibition	GPR35 antagonists	HIV peptide binding	others
CC1(C)Cc2c(sc3nc[nH]c(=O)c23)CO1	3%	1%	0.1	50	6%	-0.1%	0%	0.5%	2%	-0.6%
COc1ccc2c(c1)c(=O)c(C(=O)c1ccc(F)cc1)cn2CC(=O)Nc1ccc(F)cc1	11%	14%	11	82	4%	0.3%	1%	0.3%	-5%	2.7%
O=C1COc2ccc(C(=O)COC(=O)CNC(=O)c3ccco3)cc2N1	3%	16%	-0.6	86	12%	0.7%	-2%	0.2%	-11%	1.8%
Cc1cc(C)n(C(=O)c2cc(F)c(F)cc2C)n1	2%	16%	5.3	104	6%	-0.1%	4%	0.2%	-5%	-0.2%
S=c1[nH]nc(CSc2nc3ccccc3s2)n1Cc1ccccc1	0%	-15%	1.7	91	11%	-0.1%	-7%	0.0%	26%	3.5%
CCN(C(=O)COC(=O)/C=C/c1nc2ccccc2s1)C1CCS(=O)(=O)C1 (stereo unspecified)	6%	4%	-1.2	69	16%	-0.4%	-4%	-1.1%	-13%	0.3%
Cc1cccnc1N(C(=O)Nc1cccc(Cl)c1)C1=NCC(C)(C)S1	20%	1%	0.7	41	26%	-0.2%	0%	2.9%	1%	-0.2%
NC(=S)Nc1cccc(O)c1	4%	0%	1.2	40	4%	0.3%	1%	0.2%	-3%	2.5%
CCc1ccc(N(C(=O)c2snc(C(N)=O)c2N)C(C(=O)NCC2CCCO2)c2ccco2)cc1 (stereo unspecified)	6%	-12%	0.3	49	0%	-0.1%	-3%	-0.3%	-1%	2.3%
Cc1ccc(S(=O)(=O)N2CCOCC2)cc1C(=O)O	2%	2%	0.9	74	-2%	0.1%	1%	3.0%	-9%	-2.2%
Cc1ccc(-n2c(N)c(C(=O)N3CCOCC3)sc2=S)cc1	1%	-10%	-0.6	56	4%	-0.1%	-2%	-0.3%	-6%	-2.1%
O=C(O)CNC(=O)C1CCCN1C(=O)CNC(=O)OCc1ccccc1 (stereo unspecified)	-1%	8%	1.6	87	-4%	-0.1%	-4%	-0.1%	8%	-0.8%
O=C(c1ccccn1)N(CC1CCCO1)C1(C(=O)NC2CCCCC2)CCCCC1 (stereo unspecified)	2%	0%	-1.4	54	-8%	-0.1%	2%	0.9%	7%	3.1%
O=C(NCCN1CCCCC1)Nc1ccc(Br)cc1	-3%	-3%	0.0	64	-1%	0.2%	-4%	0.2%	-10%	1.7%
CC(C)c1ccc(NC(=O)COc2ccc(S(=O)(=O)N3CCOCC3)cc2)cc1	2%	4%	0.6	77	5%	0.0%	-2%	2.2%	-9%	-2.7%
Cc1ccc(C(=O)OCc2ccc3c(c2)OCO3)cc1S(=O)(=O)N1CCCCC1	4%	3%	3.2	55	8%	-0.1%	-3%	7.7%	9%	-3.3%
CSc1nnc(-c2sccc2OCc2ccc(C)cc2)n1C	2%	-2%	0.8	80	28%	-0.2%	-1%	0.1%	0%	-4.9%
NC(=O)CC(NC(=O)c1ccc(Br)cc1)c1ccc(NCCc2ccc(F)cc2)c([N+](=O)[O-])c1 (stereo unspecified)	9%	0%	-0.1	59	-2%	-0.1%	-2%	0.7%	16%	2.6%
Cc1onc(-c2c(Cl)cccc2Cl)c1C(=O)N1CCOCC1	0%	-2%	-0.1	63	3%	0.2%	3%	0.1%	-4%	0.0%
c1ccc(Oc2ncnc3oc(-c4ccccc4)cc23)cc1	4%	7%	-0.3	61	0%	0.3%	-8%	2.6%[50 µM]	-4%	-1.0%
COc1ccc(-c2nc(-c3cccc(C(F)(F)F)c3)no2)cc1OC	2%	3%	1.4	94	-17%	-0.3%	-4%	1.2%	10%	2.8%
CC1CCN(C(=O)CSc2nnc(Cn3c(=O)sc4ccccc43)n2C)CC1	19%	3%	2.9	55	2%	-0.1%	-4%	5.0%	-9%	-2.2%
COc1cc(N)c(Br)cc1C(=O)O	-4%	16%	0.1	41	-3%	-0.3%	-1%	-1.0%	10%	-0.1%
COC(=O)COc1ccc(S(=O)(=O)NCC2CCCO2)cc1Cl (stereo unspecified)	-7%	26%	-1.7	56	-4%	0.2%	-4%	-0.3%	-12%	1.1%
CC(=O)Oc1ccc(-c2cccc(C(=O)Oc3ccccc3)c2)cc1	4%	2%	5.1	53	5%	-0.1%	-5%	-0.2%	-6%	-0.6%
CCN(CC)Cc1nc2c(c(=O)[nH]1)C1(CCCC1)Cc1ccccc1-2	0%	12%	2.1	83	-7%	0.8%	-3%	2.8%	8%	-0.8%
S=c1[nH]nc(Cc2ccccc2)n1Cc1ccco1	1%	-3%	3.1	79	3%	0.3%	-6%	-0.3%	8%	0.1%
COc1cccc2[nH]c3c(=O)n(CCN(C)C)cnc3c12	-1%	0%	-1.3	38	-3%	0.3%	-6%	0.0%	-1%	0.1%
CC1CC(C)CN(C(=S)NC2CCCCC2)C1 (stereo unspecified)	7%	-13%	-0.7	49	6%	-0.2%	0%	6.4%	7%	-0.2%
CCS(=O)(=O)N1CCN(c2cnn(-c3ccccc3)c(=O)c2Cl)CC1	-4%	0%	-1.4	38	0%	-0.1%	-3%	1.7%	1%	-1.0%
O=C(CSc1nnc2ccccn12)NNC(=O)c1ccccc1	-2%	22%	-0.1	37	8%	0.0%	5%	0.0%	0%	-1.5%
CN(C)S(=O)(=O)c1cc(NC(=O)c2cc(=O)c3ccccc3o2)ccc1Cl	9%	8%	5.0	59	10%	0.1%	-5%	-0.1%	0%	-1.1%
CCOc1ccc(Nc2nc(N3CCCC3)nc(N3CCN(c4ccc(OC)cc4)CC3)n2)cc1	-2%	10%	0.6	60	21%	-0.2%	-7%	0.1%	-6%	-1.2%
Cc1ncoc1C(=O)N1CCCC(C(=O)c2cccc(OC(C)C)c2)C1 (stereo unspecified)	-2%	-4%	2.0	42	4%	1.2%	7%	6.0%	2%	1.1%
Cc1ccc2cc(C#N)c(NCCNC(=O)C3CC3)nc2c1C	3%	1%	0.9	60	6%	0.5%	-8%	-0.1%	-14%	-2.0%
Cn1c2c(c(=O)n(C)c1=O)C(CC(=O)Nc1ccccc1F)C(=O)N2 (stereo unspecified)	10%	-6%	1.4	39	14%	-0.1%	·	·	-1%	2.2%
CCOc1cc(C(=O)O)cc(Cl)c1OCC#N	2%	17%	-0.6	54	8%	-0.1%	-3%	3.1%	-7%	7.2%
COc1ccc(OC)c(CN2CCCC(C(=O)c3ccccc3SC)C2)c1 (stereo unspecified)	-2%	6%	1.9	58	19%	-0.2%	-5%	0.2%	4%	-1.4%
COc1ccc(CN2CCN(C(=O)Cn3ncn4cccc4c3=O)CC2)c(OC)c1OC	1%	11%	1.0	52	-11%	-0.3%	6%	1.9%	0%	-0.7%
Cc1ccc(-c2cc(=O)[nH][nH]2)c(C)c1	4%	4%	0.0	95	10%	-0.4%	14%	-0.1%	3%	-0.2%	Dengue-2 NS5 capping pilot replicate=1.5
COc1ccc(C2CC(c3ccc(F)cc3)n3nc(NC(=O)c4ccco4)nc3N2)cc1 (stereo unspecified)	4%	0%	-1.1	33	-12%	0.4%	0%	-0.7%	-2%	1.0%
CC1(C)CC(=O)C2=C(C1)OC(N)=C(C#N)C21CCN(C(=O)OCc2ccccc2)CC1	1%	-5%	-0.6	42	4%	-0.1%	-2%	0.0%	6%	-0.2%
COc1ccc(NC(=O)c2c(N)no[n+]2[O-])cc1	0%	-4%	-0.7	78	-6%	-0.5%	1%	0.1%	3%	-0.7%
CCN1C(=NCCc2cccs2)N[C@@H](c2cccs2)C(C(=O)OC)=C1C	4%	-4%	3.5	109	30%	0.4%	-10%	1.0%	-10%	0.5%
COc1cccc(-c2nc(CS(=O)(=O)CC(=O)Nc3c(C)cccc3C)c(C)o2)c1	6%	3%	4.9	77	5%	-0.2%	-2%	0.2%	-1%	-1.3%
O=P(CCC(F)(F)F)(CCC(F)(F)F)CCC(F)(F)F	-3%	4%	0.1	57	1%	-0.2%	-11%	-0.2%	-13%	0.3%
Cn1nnc2sc3c(c2c1=O)CCCC3	-3%	-35%	0.2	78	-2%	-0.1%	4%	2.2%	-3%	-1.0%
CC1(C)CC(=O)c2c(O)cc(OCc3ccc(Br)cc3)cc2O1	2%	-1%	0.8	62	4%	-0.1%	2%	5.2%	14%	-0.7%

Taken from the entries so far, 3 compounds:
SMILES	SIAH1 antagonists	AID2073	NTR1 ag	NTR1 ag cell count 20 µM	GPR55 LPI antagonism	GPR55 activation	Dengue-2 NS5 capping	K1F lysis inhibition	GPR35 antagonists	HIV peptide binding	others
O=P(CCC(F)(F)F)(CCC(F)(F)F)CCC(F)(F)F	-3%	4%	0.1	57	1%	-0.2%	-11%	-0.2%	-13%	0.3%
Cn1nnc2sc3c(c2c1=O)CCCC3	-3%	-35%	0.2	78	-2%	-0.1%	4%	2.2%	-3%	-1.0%
CC1(C)CC(=O)c2c(O)cc(OCc3ccc(Br)cc3)cc2O1	2%	-1%	0.8	62	4%	-0.1%	2%	5.2%	14%	-0.7%

Further entries:
SMILES	SIAH1 antagonists	AID2073	NTR1 ag	NTR1 ag cell count 20 µM	GPR55 LPI antagonism	GPR55 activation	Dengue-2 NS5 capping	K1F lysis inhibition	GPR35 antagonists	HIV peptide binding	others
COc1cccc(NC(=O)Cn2nnc(C(=O)NCc3ccc4c(c3)OCO4)c2N)c1	-2%	11%	0.2	56	-2%	0.2%	1%	0.1%	2%	-2.1%
COc1ccc(S(=O)(=O)Nc2nc3c(s2)C(=O)CC(C)(C)C3)cc1	-6%	4%	-1.9	37	8%	0.8%	-9%	-0.2%	-6%	2.7%
CC(C)(C)c1csc(NNC(=O)c2ccc(Br)cc2)n1	2%	23%	-1.7	58	2%	-0.6%	-2%	0.6%	-12%	2.2%
Cc1ccc(/C=C2\CCOC2=O)cc1	-2%	6%	2.3	101	6%	0.2%	-5%	0.0%	4%	1.8%
Cc1ccc(-c2cn3cccnc3n2)cc1NC(=O)c1c(-c2ccccc2Cl)noc1C	1%	19%	1.8	78	-7%	-0.1%	-12%	-0.7%	17%	3.0%
CCc1ccc(OCCCC(=O)Nc2nnc(C3CCCO3)s2)cc1 (stereo unspecified)	2%	25%	1.9	63	-6%	-0.1%	4%	-2.3%	0%	-0.9%
O=C(N/N=C/c1ccncc1)C1CC1(c1ccccc1)c1ccccc1 (stereo unspecified)	2%	0%	1.4	63	-9%	0.3%	-5%	0.0%	2%	0.4%
